Bioassay records as filed in PubChem BioAssay.
IMPase inh – cell-permeable inhibitors of inositol monophosphatase (IMPase) | P97697 | CHO-M1 cells, IP1 accumulation, HTRF TR-FRET ratio | inhibition (IP1 accumulation), % at 46.1 µM | 120,000 tested, under 10 active | AID 901; active = well fitted curve in the direction sought with a large enough effect in the signal ratio, not every such curve was filed as active; inconclusive = small, poorly fitted or top-dose-only effect, or a change in a side signal; inactive = no such curve, though single readings can be large or run the other way; the % refers to the signal ratio;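 note: cells stimulated with carbachol in lithium chloride buffer; plate controls were DMSO basal wells for no effect and reference inhibitor wells for full effect; higher means more IMPase inhibition seen as more IP1 and lower FRET ratio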
Target sequence (P97697 whole entry, looked up): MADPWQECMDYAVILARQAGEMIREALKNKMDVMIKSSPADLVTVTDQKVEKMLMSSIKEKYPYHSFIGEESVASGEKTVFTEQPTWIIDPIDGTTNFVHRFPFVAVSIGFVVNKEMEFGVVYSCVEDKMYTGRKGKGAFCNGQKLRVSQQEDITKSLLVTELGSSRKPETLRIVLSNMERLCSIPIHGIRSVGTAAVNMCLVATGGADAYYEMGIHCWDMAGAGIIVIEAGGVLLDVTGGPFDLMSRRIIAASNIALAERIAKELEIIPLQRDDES
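Measured: the HTRF emission ratio (665/620 nm) plus the 620 nm donor channel, each fitted to the Hill equation to give AC50. Cells were CHO-M1 given compounds up to 46 uM and a 30 min carbachol stimulation at 37C.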
15-hLO-2 inh – inhibitors of human 15-lipoxygenase 2 (ALOX15B); purified 15hLO-2, xylenol orange hydroperoxide absorbance; 110,000 tested, 0.56% active; Potency, µM (titrated, usually from 57.1 µM), without a hit: top-dose activity change, negative = inhibition, usual class: inhibitors; O15296; note: potency is the fitted concentration of half-maximal effect; nearly all actives have a fitted effect of over 60% in size; many of its hits are not listed in these tables
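Purified human 15hLO-2 (50 nM final) preincubated with compounds 15 min at room temperature in 25 mM Hepes pH 7.5, 0.01% Triton X-100, then 45 uM arachidonic acid added for 90 min; hydroperoxide detected via ferrous/xylenol orange, 573/405 nm absorbance ratio.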
12-hLO inh – blocks human 12-lipoxygenase activity; purified 12-hLO, xylenol orange hydroperoxide absorbance; Potency, µM (series often up to 57.1 µM), inactives show top-dose activity change, negative = inhibition, usual class: inhibitors; 150,000 tested, 0.12% active; AID 1452; note: potency is the fitted concentration of half-maximal effect; nearly all actives have a fitted effect of over 55% in size; many of its hits are not listed in these tables
Target sequence (P18054 whole entry, looked up): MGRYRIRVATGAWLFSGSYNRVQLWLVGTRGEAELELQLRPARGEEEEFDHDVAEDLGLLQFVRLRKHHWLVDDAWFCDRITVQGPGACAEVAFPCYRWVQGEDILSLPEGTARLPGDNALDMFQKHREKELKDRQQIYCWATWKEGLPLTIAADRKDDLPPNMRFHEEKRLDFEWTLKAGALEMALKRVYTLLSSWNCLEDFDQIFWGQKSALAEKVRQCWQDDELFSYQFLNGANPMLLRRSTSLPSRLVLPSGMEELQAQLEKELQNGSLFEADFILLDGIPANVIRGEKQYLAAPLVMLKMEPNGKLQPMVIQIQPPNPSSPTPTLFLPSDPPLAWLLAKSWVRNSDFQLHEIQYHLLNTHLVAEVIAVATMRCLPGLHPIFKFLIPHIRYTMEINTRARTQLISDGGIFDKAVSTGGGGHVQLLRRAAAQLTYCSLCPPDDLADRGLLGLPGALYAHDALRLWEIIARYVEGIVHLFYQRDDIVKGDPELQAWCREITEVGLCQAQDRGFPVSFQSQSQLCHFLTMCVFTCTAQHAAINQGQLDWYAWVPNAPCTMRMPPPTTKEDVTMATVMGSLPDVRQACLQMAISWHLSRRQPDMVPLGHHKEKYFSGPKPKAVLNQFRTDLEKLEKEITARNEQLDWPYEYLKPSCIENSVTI
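Xylenol orange chromogenic assay: hydroperoxide from 12hLO oxidises Fe(II), giving red-shifted Fe(III)-XO absorbance. Conditions: 150 nM enzyme, 40 uM arachidonic acid, 25 mM Hepes pH 7.0, 0.01% Triton X-100, 30 min, room temperature.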
PNC inhibitor – blocks assembly of the perinucleolar compartment. PC3M PTB-GFP, PNC prevalence imaging, 16 h; hits give low values. activity change (PNC), negative = inhibition, % at 10 µM. 140,000 tested, 3.1% active. AID 2417;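 active = readout at or below -70, meaning at least 70% loss of cells showing the perinucleolar compartment, a nuclear body marking cancer cells; inconclusive = readout between -30 and a set limit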;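 note: plate controls were DMSO wells for no effect and camptothecin positive control wells for full effect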
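Read-out is percentage of cells bearing a perinucleolar compartment, from automated 20x imaging of fixed, Hoechst-stained PC3M PTB-GFP cells. Cells were seeded 4 h, then exposed 16 h to compound (23 nl of library stock) in duplicate plates.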
Numbers without * were called inactive; ? = inconclusive; / = no result given; [ ] = dose if it differs, or a comment. Unless noted, calls come from the whole dose curve; as a rule, active = well fitted curve in the direction sought with a large enough effect; inconclusive = small, poorly fitted or top-dose-only effect, or another doubt; inactive = no such curve, though single readings can be large; an effect the other way counts as inactive or inconclusive. Unless noted, % is set by controls: 0 for no effect and ±100 for the full control effect.

Values in the order – IMPase inh	15-hLO-2 inh	12-hLO inh	PNC inhibitor
1	CS(=O)(=O)c1ccc([C@H](O)[C@H](CF)NC(=O)C(Cl)Cl)cc1
  -5.5[20.6 µM]	-0.1%[25.6 µM]	1.7%[25.6 µM]	/
2	CCCn1c(=O)c2ccccc2n2c(Sc3nnnn3-c3ccccc3)nnc12
  12.6	-2.0%	-2.4%	?
3	O=C1c2oc3ccccc3c(=O)c2C(c2cccnc2)N1CCCN1CCOCC1 (stereo not given)
  11.2	-2.4%	-8.5%	15.5
4	Cc1ccc2cc(C#N)c(NCCNC(=O)C3CC3)nc2c1C
  3.6	-2.2%	-2.3%	21.3
5	COCCCNC(=O)C1CCN(S(=O)(=O)c2c(C)noc2/C=C\c2ccc(OC)cc2)CC1
  0.0	-6.4%	2.4%	-109.2*
6	COc1ccc(OCCC(=O)OCC(=O)Nc2ccc(Br)cc2)cc1
  -1.9	/	-5.1%	-23.7
7	O=C(Nc1cccc(-c2nnc(-c3ccccc3)o2)c1)c1ccco1
  9.5	-7.5%	2.0%	-11.8
8	CC1(C)Cc2ccccc2-c2nnc(-c3ccc4ccccc4n3)n21
  -10.4	/	1.4%	47.1
9	O=C(NNc1ccc([N+](=O)[O-])cc1)C1C2CCCCC21 (stereo not given)
  /	/	-2.5%	18.4
10	O=C(COc1nc2ccccc2nc1N1CCOCC1)Nc1ccc(S(=O)(=O)N2CCCC2)cc1
  /	/	3.4%	-8.0

An excerpt of these results, field by field:
10. O=C(COc1nc2ccccc2nc1N1CCOCC1)Nc1ccc(S(=O)(=O)N2CCCC2)cc1
- IMPase inh: /
- 15-hLO-2 inh: /
- 12-hLO inh: 3.4%
- PNC inhibitor: -8.0
1. CS(=O)(=O)c1ccc([C@H](O)[C@H](CF)NC(=O)C(Cl)Cl)cc1
- IMPase inh: -5.5[20.6 µM]
- 15-hLO-2 inh: -0.1%[25.6 µM]
- 12-hLO inh: 1.7%[25.6 µM]
- PNC inhibitor: /
8. CC1(C)Cc2ccccc2-c2nnc(-c3ccc4ccccc4n3)n21
- IMPase inh: -10.4
- 15-hLO-2 inh: /
- 12-hLO inh: 1.4%
- PNC inhibitor: 47.1

The list goes on:
Values in the order – IMPase inh	15-hLO-2 inh	12-hLO inh	PNC inhibitor
11	CC(=O)Nc1cc2c(cc1C(C)=O)OCCO2
  -3.8	2.0%	0.9%	?
12	COc1cc(NC(=O)c2cc(C(C)C)on2)c(OC)cc1Cl
  -1.3	11.3%	5.7%	?
13	CCC1=[N+](C)CCn2c(C)ccc21
  4.8	18.4%	-3.6%	-21.1
14	O=C(CN(Cc1cccs1)C(=O)CSc1nnc(COc2ccccc2)o1)NC1CCCC1
  -9.3	-6.8%	-2.0%	?
15	CC(CN(C)C)C(C)(O)Cc1ccc(Cl)cc1 (stereo not given)
  /	5.3%[0.0915 µM]	0.1%[0.00818 µM]	/
16	CCOC(=O)C1CCN(C(=S)Nc2cccc(C)c2)CC1
  4.9	-0.1%	0.4%	-14.0
17	Cc1onc(-c2ccccc2Cl)c1C(=O)N1CCN(C/C=C/c2ccccc2)CC1
  7.5	5.6%	-3.1%	-13.0
18	COc1ccc(/C=N/NC(=O)C2C(=O)NCC2c2ccccc2)c(OC)c1 (stereo not given)
  /	/	0.7%	39.3
19	O=S(=O)(c1cccc(C(F)(F)F)c1)N1c2ccccc2-n2cccc2[C@H]1c1cccnc1
  /	14.8%[11.4 µM]	-5.8%[11.4 µM]	/
20	COc1ccccc1C1/C(=C(/O)c2ccc(C)cc2)C(=O)C(=O)N1Cc1ccco1 (stereo not given)
  -25.7	/	-15.6%	?

Screen by screen, quoted from above.
IMPase inh, nos. 11 to 17, in order: -3.8, -1.3, 4.8, -9.3, /, 4.9, 7.5
12-hLO inh, nos. 11 to 17, in order: 0.9%, 5.7%, -3.6%, -2.0%, 0.1%[0.00818 µM], 0.4%, -3.1%
15-hLO-2 inh, nos. 11 to 17, in order: 2.0%, 11.3%, 18.4%, -6.8%, 5.3%[0.0915 µM], -0.1%, 5.6%

(list continues)
Values in the order – IMPase inh	15-hLO-2 inh	12-hLO inh	PNC inhibitor
21	Cc1cccc(NS(=O)(=O)c2cc(C(=O)N3CCc4ccccc4C3)ccc2Cl)c1C
  5.3	-8.3%	-0.8%	?
22	CN1CCN(C(=O)CN(Cc2ccccc2)S(C)(=O)=O)CC1
  0.8	11.9%	0.2%	-22.1
23	CN1C(=O)c2cccc(NC(=O)C3CCCCC3)c2C1=O
  6.4	-8.7%	0.0%	1.7
24	COc1ccc2c(c1)c1ncn(CCN3CCCC3)c(=O)c1n2C
  0.7	13.4%	-1.5%	?
25	COc1ccccc1NC(=O)C(C/C=C(\C)Cl)C(C)=O (stereo not given)
  4.9	-6.6%	1.8%	74.3
26	Cc1nc2ccc(NC(=O)c3ccc(Cl)c(NC(=O)c4cccs4)c3)cc2s1
  7.8	-19.9%	-2.2%	-11.8
27	Cn1nnnc1SCC(=O)Nc1ccccc1N1CCOCC1
  -0.9	-6.0%	-4.0%	9.2
28	CN(C)c1nccc(Nc2ccccc2)c1C#N
  6.1	-4.0%	-2.1%	-16.4
29	COCCNc1oc(-c2ccccc2Cl)nc1C#N
  3.1	2.4%	3.9%	25.6
30	COc1ccc(-c2[nH]c(-c3cc(OC)c4c(c3)OCO4)nc2-c2ccccc2)cc1
  -9.1	/	-6.4%	1.7
31	COCCNc1nc(C)nc2c1nc(-c1ccccc1)n2CCCN1CCCCC1C (stereo not given)
  /	5.7%	-9.1%	/
32	CCC(C)Nc1ncnc2c1cnn2Cc1ccc(Cl)cc1 (stereo not given)
  0.3	29.4%	-10.6%	?
33	Cc1ccc(C)c(CN2CCCN(C(=O)Cn3ncc4c3-c3ccccc3OC4)C2)c1
  4.5	11.0%	-8.0%	30.7
34	CC(=O)c1ccc(OCCCC(=O)Nc2cc(S(=O)(=O)N(C)C)ccc2C)cc1
  /	/	-3.1%	43.6
35	Cc1c(Cl)c([N+](=O)[O-])nn1CC(=O)NCc1cccs1
  /	/	-1.8%	-27.5
36	Cn1c2c(c(=O)n(C)c1=O)C(NS(=O)(=O)c1ccccc1)(C(F)(F)F)C(=O)N2 (stereo not given)
  ?	6.3%	-3.8%	15.4
37	Cc1ccc(NS(=O)(=O)c2ccc(NC(=O)C3CCCO3)cc2)cc1 (stereo not given)
  7.6	-5.2%	-24.5%	38.2
38	CCCCCC(=O)N1CC2(CC(c3cccc(NC(=O)c4ccccc4)c3)=NO2)C[C@@H]1C(N)=O (stereo not given in full)
  -4.3	-0.3%	-7.1%	8.2
39	Cc1nc(SCC(=O)NC(C)c2ccccc2)c2oc3ccccc3c2n1 (stereo not given)
  3.7	?	-2.8%	61.4
40	CCOC(=O)c1cnn(-c2ccccc2)c1N
  5.6	-1.0%	-5.2%	91.4
41	CC(=O)c1ccc(N2CCN(C(=S)Nc3ccccc3F)CC2)cc1
  -6.4	/	0.1%	2.7
42	CCC(=O)c1ccc(OCC(O)CN2C(=O)NC(C)(C)C2=O)cc1 (stereo not given)
  4.3	4.5%	-2.5%	-25.8
43	Cc1cc(C)cc(NC(=O)C(OC(=O)c2cccs2)c2ccccc2)c1 (stereo not given)
  10.6	/	1.3%	6.0
44	Cc1ccc(N2CC(C(=O)NCc3ccc4c(c3)OCO4)CC2=O)cc1C (stereo not given)
  3.5	-0.3%	4.2%	5.9
45	CCN(CC)c1ccc(C(=S)N2CCN(c3ccccc3)CC2)cc1
  4.0	-15.9%	-1.7%	12.9
46	CC(C)(CSc1ccccn1)NS(=O)(=O)c1ccc(Cl)cc1
  /	/	-6.5%	-13.7
47	COc1ccc(C(CC(=O)Nc2ccc(F)cc2)c2ccccc2)cc1 (stereo not given)
  4.0	-3.5%	-8.3%	35.5
48	Cc1cc(C)cc(NC(=O)C(=O)NCc2ccccn2)c1
  /	/	0.7%	-84.2*
49	CCCn1c(CC)nc([N+](=O)[O-])c1Sc1ccc(F)cc1
  6.1	-2.4%	-19.5%	45.3
50	COc1cccc2cc(C(=O)NCc3ccccn3)c(=O)oc12
  3.5	/	1.4%	177.8
51	Cc1ccc(NCc2nnc(SCC(=O)N(Cc3ccccc3)C(C)(C)C)o2)c(C)c1
  ?	2.2%	-13.3%	29.5
52	COC(=O)c1c(NC(=O)C2CCCO2)sc2c1CCC2 (stereo not given)
  0.3	2.3%	6.0%	?
53	COc1cc2c(cc1OC)C(C)N(C(=O)c1cc3c(s1)-c1ccccc1OC3)CC2 (stereo not given)
  /	/	-2.7%	?
54	CC(=O)Nc1nnc(SCC(=O)NCC2CCCO2)s1 (stereo not given)
  -3.7	-0.7%	-4.8%	-100.0*
55	COc1ccc(CNC(=O)CSc2n[nH]c(C)c2[N+](=O)[O-])cc1
  /	/	-3.6%	-23.3
56	CCOC(=O)Cc1csc(NC(=O)CSc2nnc(C(C)C)n2C)n1
  -1.4	4.3%	3.8%	?
57	CC(C)(C)NS(=O)(=O)c1ccc(NS(C)(=O)=O)cc1
  5.5	-16.7%	8.1%	-5.5
58	Cc1cc(C)nc(NS(=O)(=O)c2ccc(NC(=O)COc3ccccc3)cc2)n1
  -3.8	5.3%	2.6%	27.1
59	CCc1ccccc1NC(=O)C(Cc1cccc(OC)c1OC)c1nn[nH]n1 (stereo not given)
  7.9	1.2%	0.6%	39.6
60	CC(=O)Nc1ccc(S(=O)(=O)N(CCO)Cc2ccccc2)cc1
  -2.8	-1.4%	3.1%	1.0

Shown in markdown: entries from further up
| cpd | SMILES | IMPase inh | 15-hLO-2 inh | 12-hLO inh | PNC inhibitor |
| --- | --- | --- | --- | --- | --- |
| 49 | CCCn1c(CC)nc([N+](=O)[O-])c1Sc1ccc(F)cc1 | 6.1 | -2.4% | -19.5% | 45.3 |
| 50 | COc1cccc2cc(C(=O)NCc3ccccn3)c(=O)oc12 | 3.5 | / | 1.4% | 177.8 |

Other entries follow:
Values in the order – IMPase inh	15-hLO-2 inh	12-hLO inh	PNC inhibitor
61	CC(=O)Nc1ccc(NC(=O)CSc2ccc(-c3ccc4c(c3)OCO4)nn2)cc1
  /	/	-1.1%	40.1
62	CCc1c(C(=O)NNC(=S)NCC(C)C)csc1C
  -8.3	-0.5%	-14.0%	28.5
63	Cc1nc(NCc2ccccc2)c(C(N)=O)c2c1COC(C)(C)C2
  12.7	0.0%	-0.3%	-121.8*
64	C=CCn1c(SCC(=O)c2cc(C)n(Cc3cccs3)c2C)nnc1-c1ccncc1
  ?	-0.3%	-1.2%	13.6
65	CC(c1ccccc1)N(CCC(c1ccccc1)C1CCOC(C)(C)C1)C(=O)c1ccco1 (stereo not given)
  -1.6	/	-4.6%	-0.7
66	CC1CCN(c2ccc(C(=O)O)cc2N)CC1
  1.3	-10.1%	-2.6%	9.4
67	CCOC(=O)/C=C1\SCC(=O)N1CC(=O)NC1CCCCC1
  5.0	5.2%	6.9%	-27.1
68	COc1cc(Nc2nc(SCC#N)nc3ccccc23)cc(OC)c1OC
  -4.5	4.1%	1.7%	0.0
69	CCCCSC(=S)N(C)C1CCS(=O)(=O)C1 (stereo not given)
  1.0	-2.4%	-1.2%	-20.3
70	O=C(ON=C1CCN(S(=O)(=O)c2ccccc2)CC1)c1ccc(F)cc1
  -10.2	/	0.2%	-100.0*
71	CCOC(=O)/C(=N\Nc1cc(Cl)ccc1Cl)N1CCN(C)CC1
  /	/	-3.4%	-27.3
72	CCCN1C(=O)C2(C(C(=O)c3ccc(C)o3)=C(O)C(=O)N2CCCN2CCOCC2)c2ccccc21 (stereo not given)
  -26.6	2.3%	-3.0%	?
73	FC(F)(F)c1cc(C(F)(F)F)n2nc(-c3sccc3-n3cccc3)cc2n1
  5.5	-0.9%	2.6%	67.5

Two records drawn at random from those above:
Values in the order – IMPase inh	15-hLO-2 inh	12-hLO inh	PNC inhibitor
68	COc1cc(Nc2nc(SCC#N)nc3ccccc23)cc(OC)c1OC
  -4.5	4.1%	1.7%	0.0
61	CC(=O)Nc1ccc(NC(=O)CSc2ccc(-c3ccc4c(c3)OCO4)nn2)cc1
  /	/	-1.1%	40.1

These rows are one share of the data. The share of hits here may be higher or lower than overall.
